# PLAP activator: human PLAP activation; P05187; purified PLAP enzyme, luminescent substrate read-out; active compounds read high; activation fold at 20 µM; hit rate 1.2% among 96,000; in the data active = activation fold above about 2
# PLK1 PBD inh: blocks phosphopeptide binding to human Plk1 polo box domain; P53350; Plk1 PBD phosphopeptide binding, fluorescence polarization; inhibition, %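 (tested at about 20 µM)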; hit rate 0.13% among 97,000; in the data active = inhibition above about 34%, passing the limit was not always enough
# EphB4 ephrin blk: EphB4-ephrin-B2 interaction antagonism; EphB4 LBD / TNYL-RAW-Alexa532 peptide, fluorescence polarization; hit rate 0.15% among 97,000; P54760; inhibition, % at 7 µM; AID 720;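 active = inhibition above the screen-wide mean inhibition plus 3 SD, cut at about 15% in these data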;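 also: 0% = DMSO wells and 100% = excess unlabeled TNYL-RAW peptide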
# CYP2C9 activ: increases human cytochrome P450 2C9 activity. recombinant CYP2C9, luciferin-H conversion, luminescence; active compounds read high; factor 1 = untreated enzyme, 0 = blocked. activation factor at 5 µM. hit rate 1.4% among 96,000;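 active = activation factor of 2 or more for CYP2C9 at a 5 µM dose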;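 also: 0 = sulfaphenazole-blocked wells and 1 = vehicle-only wells; values of inactives mirror those of a sister screen read the other way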
# Target sequence (P11712 whole entry, looked up): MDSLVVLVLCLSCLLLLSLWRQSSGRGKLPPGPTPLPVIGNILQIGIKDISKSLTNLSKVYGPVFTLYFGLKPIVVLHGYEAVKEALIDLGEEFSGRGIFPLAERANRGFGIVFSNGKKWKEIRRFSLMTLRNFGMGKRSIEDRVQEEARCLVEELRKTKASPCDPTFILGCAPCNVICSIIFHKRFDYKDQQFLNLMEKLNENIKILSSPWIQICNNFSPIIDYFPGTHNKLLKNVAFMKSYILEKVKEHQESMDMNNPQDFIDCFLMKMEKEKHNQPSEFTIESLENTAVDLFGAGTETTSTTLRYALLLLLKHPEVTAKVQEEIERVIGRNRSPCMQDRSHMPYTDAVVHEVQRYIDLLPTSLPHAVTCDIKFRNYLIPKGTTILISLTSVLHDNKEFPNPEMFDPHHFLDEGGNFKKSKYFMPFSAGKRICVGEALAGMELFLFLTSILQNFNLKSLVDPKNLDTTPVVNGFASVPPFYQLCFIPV
# PLK1 inh: PLK1 (human) kinase inhibition | P53350 | recombinant PLK1 kinase, TR-FRET peptide phosphorylation | inhibition, % at 10 µM | hit rate 0.53% among 97,000 | AID 619;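 active = inhibition of 50% or more in the single-concentration screen; inactive = inhibition below 50%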;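 also: 0% = DMSO max control and 100% = H-89 dihydrochloride min control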
# HIV Rev-RRE inh: inhibitors of HIV-1 Rev-RRE RNA interaction. hit rate 0.79% among 97,000. AID 704. Rev peptide-RRE RNA binding, FRET. inhibition, % at 8 µM. P05866;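 active = inhibition above the screen-wide mean plus 3 SD, cut at about 35% in these data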;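 also: 0% = median DMSO wells and 100% = median Neomycin B control wells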
# Target sequence (P05866 whole entry, looked up): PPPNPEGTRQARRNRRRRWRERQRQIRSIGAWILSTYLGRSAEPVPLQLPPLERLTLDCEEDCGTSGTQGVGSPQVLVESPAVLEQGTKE
#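 Test system – labelled RRE RNA duplex and labelled Rev peptide · Reagent – labelled Rev peptide · Doses – one concentration, 8 µM nominal · Incubation – 5 + 15 min at 25 °C · Signal – FRET fluorescence readout · Read-out basis – % inhibition of FRET ratio versus controls · Control set – DMSO wells as 0% and neomycin B wells as 100% inhibition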
# CYP2C19 inhib: inhibitors of human CYP2C19; CYP2C19 Supersomes, luciferin-H EGE luminescence, 30 min; inhibition, % at 5 µM; hit rate 21% among 96,000;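 active = CYP2C19 inhibition above a set limit at 5 µM in the primary screen, cut at about 50% in these data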;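 also: plate controls were negative control wells for no effect and 2.5 mM tranylcypromine positive control for full effect; values of inactives mirror those of a sister screen read the other way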
# Target sequence (P33261 whole entry, looked up): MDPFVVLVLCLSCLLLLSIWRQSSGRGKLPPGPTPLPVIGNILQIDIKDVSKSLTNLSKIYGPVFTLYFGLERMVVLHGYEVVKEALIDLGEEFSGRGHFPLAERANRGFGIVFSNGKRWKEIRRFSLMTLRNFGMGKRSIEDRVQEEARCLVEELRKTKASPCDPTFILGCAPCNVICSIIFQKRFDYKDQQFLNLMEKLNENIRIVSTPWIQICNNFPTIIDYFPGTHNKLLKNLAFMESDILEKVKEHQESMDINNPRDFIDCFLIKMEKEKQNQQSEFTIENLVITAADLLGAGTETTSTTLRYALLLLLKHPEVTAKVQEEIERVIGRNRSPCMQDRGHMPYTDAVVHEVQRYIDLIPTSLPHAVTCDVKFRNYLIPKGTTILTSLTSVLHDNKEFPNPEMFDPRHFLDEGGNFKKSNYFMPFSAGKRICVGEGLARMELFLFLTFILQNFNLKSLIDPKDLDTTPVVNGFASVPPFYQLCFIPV
# CYP2C9 inh: inhibitors of human CYP2C9. CYP2C9 Supersomes, luciferin-H conversion, luminescence. inhibition, % at 5 µM. hit rate 20% among 96,000. P11712;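 active = blocking of liver enzyme CYP2C9 beyond about 50% at 5 µM, limit read from the data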; also: values of inactives mirror those of a sister screen read the other way
# CYP2C19 act: cytochrome P450 2C19 (human) activation | recombinant CYP2C19, luciferin-H EGE luminescence; active compounds read high; 0 = fully inhibited enzyme, 1 = untreated enzyme | activation factor at 5 µM | 96,000 tested, under 10 active | AID 1025;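 active = activation factor of at least 2 at 5 µM in the primary screen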;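 also: 0 = wells with 2.5 mM tranylcypromine and 1 = vehicle-only wells; values of inactives mirror those of a sister screen read the other way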
# Starred values were filed as active, the others as inactive; nt = not tested or not shown; & = joins results of further samples; ! = repeats disagree. Hits appear at their usual frequency; about 29% have a hit in one of these screens.
SMILES,PLAP activator,PLK1 PBD inh,EphB4 ephrin blk,CYP2C9 activ,PLK1 inh,HIV Rev-RRE inh,CYP2C19 inhib,CYP2C9 inh,CYP2C19 act
COc1ccc(S(=O)(=O)N(C)CC(=O)Nc2c(F)cccc2F)cc1,0.9,-13,-2,1.8,4,2,80*,-84,0.2
Cc1cc(=O)n(CCC(=O)O)c2ccccc12,1,5,1,1.3,-4,6,-22,-31,1.2
Cc1noc(C)c1S(=O)(=O)N1CCC(C(=O)N2CCN(c3ccc(Cl)cc3)CC2)CC1,1.5,-19,4,0.8,-11,7,24,24,0.8
CC1(C)NC(=O)N(CCOc2ccc3c(c2)CCC3)C1=O,1,nt,nt,0.8,nt,nt,72*,21,0.3
CC1=C(C(=O)N2CCN(C(=O)c3ccco3)CC2)C2(CCC(C)CC2)OC1=O (stereo unspecified),nt,-1,6,nt,-11,7,nt,nt,nt
O=C1CCC(=O)N1OCCCCOc1ccccc1,nt,-10,2,nt,-13,6,nt,nt,nt
COc1ccccc1Nc1nc(-c2sc(NC(=O)CC(C)C)nc2C)cs1,0.9,-22,5,0.5,-5,6,15,54*,0.8
Cc1ccnc2c(N3C(=O)C4C5C=CC(C5)C4C3=O)cccc12 (stereo unspecified),1,-17,9,1.2,-3,7,-16,-23,1.2
C(=N\n1cnnc1)/c1ccc(-c2ccccc2)cc1,1,nt,nt,0,nt,nt,99*,98*,0
CCCCS(=O)(=O)c1sc2nc(C)cc(C)c2c1N,1,2,6,2.7*,4,4,89*,-165,0.1
Cc1nn(Cc2ccc(C(=O)N3c4ccc(F)cc4CCC3C)o2)c(C)c1Br (stereo unspecified),1.5,29,-6,0.5,-2,0,87*,48,0.1
COc1cc(OC)nc(NC(=O)CSc2nc3ccccc3[nH]2)n1,1.5,10,-6,1,-2,0,17,-5,0.8

# Single entries from the list:
# `CC1(C)NC(=O)N(CCOc2ccc3c(c2)CCC3)C1=O` – CYP2C9 activ: 0.8
# `Cc1noc(C)c1S(=O)(=O)N1CCC(C(=O)N2CCN(c3ccc(Cl)cc3)CC2)CC1` – PLK1 inh: -11
# `O=C1CCC(=O)N1OCCCCOc1ccccc1` – PLK1 PBD inh: -10

# (continued)
SMILES,PLAP activator,PLK1 PBD inh,EphB4 ephrin blk,CYP2C9 activ,PLK1 inh,HIV Rev-RRE inh,CYP2C19 inhib,CYP2C9 inh,CYP2C19 act
COCCn1c(SCC(=O)c2[nH]c(C)c(C(C)=O)c2C)nc2ccccc21,1.3,20,0,0.2,-11,3,95*,78*,0.1
CCSC1=C(C#N)C(c2cccc(O)c2)CC(=O)N1 (stereo unspecified),1,12,-9,1,1,2,11,-2,0.9
Cc1cccc2c1N(CCCOc1ccc(C(C)(C)C)cc1)C(=O)C2=O,0.9,-35,0,0.9,-19,10,24,9,0.8
CCSc1nc2nn(-c3ccccc3)c(=O)c-2c2n1CCCCC2,1.1,12,7,0.7,-11,10,13,31,0.9
N#Cc1c(N)nc2c(c1N)CC(COc1ccccc1)O2 (stereo unspecified),1,-1,5,1.1,38,11,-3,-8,1
O=C1Nc2cc(Cl)cnc2N2CCCC12 (stereo unspecified),1.2,nt,nt,0.2,nt,nt,46,83*,0.5
CC(=O)c1cccc(N(CC(=O)N2CCCCC2)S(C)(=O)=O)c1,1.4,-13,-3,1,-7,0,23,2,0.8
CS(=O)(=O)NCCCc1ccccc1,nt,16,0,nt,-7,9,nt,nt,nt
COC(=O)c1ccc(C(c2c(N)n(Cc3ccccc3)c(=O)n(C)c2=O)N2CCOCC2)cc1 (stereo unspecified),1.7,8,-6,0.7,-6,5,26,28,0.7
OCCOCCn1c(-c2ccccc2)nc(=S)c2c1CCCC2,0.8,-7,nt,1.1,7,nt,-14,-7,1.1
Cc1ccc(NC(=O)c2ccccc2)cc1,0.9,10,2,0.9,-6,2,19,12,0.8
CC(C)CCn1c(N2CCC(C(N)=O)CC2)nc2c1c(=O)[nH]c(=O)n2C,1.1,3,2,0.5,4,4,-15,48,1.2
O=C(NCC(c1cccs1)N1CCOCC1)c1ccc(Cl)s1 (stereo unspecified),1.1,-15,3,0.5,-21,6,72*,54*,0.3
COc1ccc(C(=O)NCCC2=CCCCC2)cc1OC,1.5,-2,0,1.1,-3,4,66*,-7,0.3
CCS(=O)(=O)N1CCC(C(=O)NCCCN2CCCCCC2)CC1,0.8,0,0,1,0,9,-12,-2,1.1
CCOCCc1nnc(NC(=O)COC)s1,0.9,10,-10,0.7,-6,1,9,29,0.9
c1ccc2c(Nc3nnc(-c4ccncc4)s3)cccc2c1,1,-14,4,0.1,19,5,96*,90*,0
CC(C)(C)n1nnnc1C(c1cccs1)N(Cc1ccccc1)Cc1ccco1 (stereo unspecified),1,13,4,0.5,-7,13,31,53*,0.7
CC(C)(C)NC(=O)C(=O)NNC(=O)C12CC3CC(CC(C3)C1)C2,1.6,-16,3,0.9,-6,5,-8,12,1.1
CCOC(=O)C1=C(C)NC2=C(C(=O)C(C(=O)OC)C(C)C2)C1c1ccc(OC)c(O)c1 (stereo unspecified),1.2,-3,3,0.8,-9,4,-10,17,1.1
Cc1ccc(S(=O)(=O)N/N=C2/CC(c3ccccc3)Oc3ccccc32)cc1 (stereo unspecified),1.1,7,7,0.2,-9,3,31,80*,0.7
COC(=O)c1ccc(NC(=O)CN2CCCC2)cc1,0.9,24,-6,1.1,-9,7,-8,-15,1.1
CCOc1ccccc1OCC(=O)Nc1nnc(C)s1,0.9,25,-8,0.9,1,-1,-5,6,1.1
COc1cccc(/C(O)=C2\C(=O)C(=O)N(c3ccccn3)C2c2cccc(OC)c2OC)c1 (stereo unspecified),1.3,-3,3,1,-5,7,-14,1,1.1
Cc1cccc(N2CCN(C(=O)c3cc4c(=O)[nH]c5ccccc5c4n3C)CC2)c1C,nt,-3,-5,nt,-11,1,nt,nt,nt
COCCCn1c(Cc2csc(Nc3ccccc3)n2)nnc1SCC(N)=O,nt,28,-14,nt,-10,1,nt,nt,nt
c1ccc(N2CCN(CCc3nnc4n3CCCCC4)CC2)cc1,1.2,nt,nt,0.9,nt,nt,10,8,0.9
O=C(N/N=C/c1cccc([N+](=O)[O-])c1)c1ccc2c(c1)OCCO2,1.2,10,11,0.8,-15,8,26,15,0.7
CCOC(=O)c1sc(=S)n(-c2ccccc2Cl)c1SC,1.1,-14,2,0.8,-4,14,20,17,0.8
C=CCn1c(Cc2nc3ccccc3[nH]2)n[nH]c1=S,2*,-6,1,0.9,-8,0,76*,6,0.2
Cc1c(CCO)c(=O)n(-c2ccccc2)n1S(=O)(=O)c1c(Cl)cc(Cl)cc1Cl,1,9,6,0.6,-4,10,57*,36,0.4
CCN(CC)CCNc1c2c(c(C#N)c3nc4ccccc4n13)CCCC2,1.9,-3,4,0.7,-10,11,18,26,0.8
COC(=O)c1cccc(NC(=O)CSc2nnc(COc3cccc(C)c3)n2C)c1,1.7,25,-7,0.6,-7,9,23,41,0.8
O=C(Cc1ncc(C(F)(F)F)cc1Cl)Nc1cccc(Br)c1,0.9,0,-1,0.8,-1,16,56*,25,0.4
COc1ccc(-c2csc(NC(=O)CCn3cnc4ccccc4c3=O)n2)cc1OC,1.2,-11,-10,0.3,-11,-3,85*,66*,0.1
O=[N+]([O-])c1ccc(N2CCN(c3ccc(Cl)nn3)CC2)c(Cl)c1,1.2,-9,-6,0.6,2,3,-8,36,1.1
CCOC(=O)C1=C(C)NC2=C(C(=O)CC(C)(C)C2)C1c1ccc(N(C)C)cc1 (stereo unspecified),0.8,13,3,0.6,-3,5,24,39,0.8
O=C(c1ccc2c(c1)N(Cc1ccccc1)C(=O)CS2)N1CCOCC1,1.2,-14,3,1.1,-12,2,-2,-14,1
Cc1ccc(S(=O)(=O)N2CCN(C(=O)CN3CCc4ccccc4C3)CC2)cc1,1.7,1,1,0.7,2,10,31,27,0.7
COc1cc(CN(C)CC(=O)c2[nH]c(C)c(C(C)=O)c2C)ccc1OC(F)F,1.1,-26,-6,0.3,-7,10,73*,70*,0.3
CCOC(=O)c1cnc(SCC(=O)Nc2cc(OC)cc(OC)c2)nc1N,1,-14,-8,0.6,-4,3,2,44,1
N#CCCn1c(Cl)nc2ccccc21,0.9,29,-2,1,-5,4,4,-3,1
CCOc1ccc2[nH]c(C)c(CN3CCCCC3)c(=O)c2c1,0.9,20,-8,0.9,8,-6,-3,10,1
O=C(C(Cc1ccccc1)n1cccc1)N1CCN(c2ccccc2)CC1 (stereo unspecified),1,4,-2,0.6,-12,3,95*,43,0.1
O=C(COC(=O)c1ccccc1C(=O)c1ccccc1)c1ccco1,0.9,0,-7,0.1,-19,-3,84*,90*,0.2
Cc1ccc(-c2noc(CCC(N)=O)n2)cc1,0.8,nt,nt,0.9,nt,nt,14,6,0.9
CS/C(=N\S(=O)(=O)c1cccs1)Nc1ccc(N2CCOCC2)cc1,1,-30,-2,0.9,5,-1,2,5,1
CCc1nc(SCC(=O)N2CCN(C(=O)c3ccco3)CC2)c2c3c(sc2n1)CCCC3,1.4,nt,nt,0.4,nt,nt,11,59*,0.9

# Brought forward from above: two entries; new compounds follow.
SMILES,PLAP activator,PLK1 PBD inh,EphB4 ephrin blk,CYP2C9 activ,PLK1 inh,HIV Rev-RRE inh,CYP2C19 inhib,CYP2C9 inh,CYP2C19 act
CS/C(=N\S(=O)(=O)c1cccs1)Nc1ccc(N2CCOCC2)cc1,1,-30,-2,0.9,5,-1,2,5,1
CCc1nc(SCC(=O)N2CCN(C(=O)c3ccco3)CC2)c2c3c(sc2n1)CCCC3,1.4,nt,nt,0.4,nt,nt,11,59*,0.9
COc1ccc(CNc2nc3nc(C)cc(C)n3n2)cc1,0.9,-4,8,1,-5,0,6,1,0.9
Cc1nc2n[nH]c(N)c2c2c1COC(C)(C)C2,0.9,nt,nt,1.1,nt,nt,-15,-14,1.1
COc1ccc(C2C(C(=O)NCc3ccco3)CCC(=O)N2c2ccc(OC)cc2)cc1 (stereo unspecified),1.2,-6,1,0.9,-6,-3,5,12,1
O=C(CCCCn1c(=O)c2ccccc2n(CC(=O)Nc2ccc(F)cc2)c1=O)NCc1ccco1,1.2,nt,nt,0.2,nt,nt,55*,81*,0.4
O=C(CN1C(=O)CSC1=O)Nc1ccccc1N1CCOCC1,0.9,-39,3,1.2,-3,4,-18,-24,1.2
CCCCC1CCC(C(=O)NC2CCS(=O)(=O)C2)CC1 (stereo unspecified),nt,9,2,nt,-12,3,nt,nt,nt
c1ccc2[nH]c(-c3ccnc4ccccc34)nc2c1,1.2&0.9,-5,3,0.5&0.8,-7,13,29&6,54*!,0.7&0.9
COC(=O)c1ccccc1NC(=O)c1cccs1,1.6,-13,0,1.3,0,2,-1,-26,1
CC1=C(C(=O)OC(C)C)C(c2ccsc2)NC(=O)N1C (stereo unspecified),nt,-12,-2,nt,-3,3,nt,nt,nt
O=C(CSc1ncnc2c1cnn2Cc1ccccc1)Nc1ccc2c(c1)OCCO2,0.9,-7,-1,0.5,-13,7,58*,55*,0.4
O=c1oc2ccccc2n1CCn1c2ccccc2c2nc3ccccc3nc21,0.8,7,1,0.4,-8,2,78*,64*,0.2
NC(=O)CSc1nnc(Cn2c(=O)sc3ccccc32)n1-c1cccc(Cl)c1,1.1,11,3,0.9,-10,3,1,8,1
CCc1ccc(NC(=O)N(Cc2cccnc2)Cc2ccco2)cc1,1.3,-17,0,0.1,-9,3,98*,87*,0
O=C(NCC1(c2ccccc2)CCCC1)C(=O)NCC1(c2ccccc2)CCCC1,nt,-7,-7,nt,-16,7,nt,nt,nt
Cc1ccc(NC(=O)c2ccc(N3C(=O)C4CC=C(Cl)CC4C3=O)cc2)cc1 (stereo unspecified),1,2,11,0.6,-3,16,-24,39,1.2
